# BioA inh – blocks M. tuberculosis BioA enzyme activity; purified M. tuberculosis BioA enzyme, plate reader; inhibition, % at 9.99 µM; hit rate 0.096% among 360,000; AID 602481; in the data active means inhibition above about 40%; inconclusive means no clear call, values can overlap the other calls
# FBA Mtb inh – inhibitors of M. tuberculosis fructose-bisphosphate aldolase. P9WQA3. purified M. tuberculosis FBA, fluorescence read-out. inhibition, % at 1 µM. hit rate 2.3% among 360,000. AID 588726; in the data active means inhibition above about 27%;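 further: 0% = vehicle and 100% = reference inhibitor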
# Target sequence (P9WQA3 whole entry, looked up): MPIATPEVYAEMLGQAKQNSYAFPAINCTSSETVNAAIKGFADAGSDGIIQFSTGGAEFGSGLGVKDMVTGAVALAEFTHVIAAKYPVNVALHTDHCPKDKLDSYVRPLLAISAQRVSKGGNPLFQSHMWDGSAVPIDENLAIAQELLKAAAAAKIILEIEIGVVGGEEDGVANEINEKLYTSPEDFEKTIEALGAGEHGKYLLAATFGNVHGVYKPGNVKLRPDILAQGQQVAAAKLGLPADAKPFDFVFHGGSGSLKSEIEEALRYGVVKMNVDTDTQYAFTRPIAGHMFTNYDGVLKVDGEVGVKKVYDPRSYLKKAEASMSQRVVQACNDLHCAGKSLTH
# GDH-TPI inh – GDH-TPI coupled enzyme inhibition counter-screen; AID 588335; hit rate 1.2% among 360,000; inhibition, % at 4.8 µM; GDH-TPI coupled enzyme counterscreen, NADH absorbance; in the data active means inhibition above about 30%;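 further: 0% = DMSO wells and 100% = wells lacking the enzyme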
# BoNT F protease – blocks Botulinum neurotoxin F light chain protease | Multiplex microsphere protease cleavage assay, flow cytometry | inhibition, % at 10 µM | hit rate 0.22% among 360,000; in the data active means inhibition above about 35%, passing the limit was not always enough; inconclusive means no clear call, values can overlap the other calls; further: plate controls were buffer without enzyme for full effect and enzyme alone for no effect
# Anthrax LF prot – inhibitors of Bacillus anthracis lethal factor protease; P15917; multiplex microsphere protease cleavage assay, LF; inhibition, % at 10 µM; hit rate 0.12% among 360,000; AID 588501; further: plate controls were buffer without enzyme for full effect and enzyme alone for no effect
# Target sequence (P15917 whole entry, looked up): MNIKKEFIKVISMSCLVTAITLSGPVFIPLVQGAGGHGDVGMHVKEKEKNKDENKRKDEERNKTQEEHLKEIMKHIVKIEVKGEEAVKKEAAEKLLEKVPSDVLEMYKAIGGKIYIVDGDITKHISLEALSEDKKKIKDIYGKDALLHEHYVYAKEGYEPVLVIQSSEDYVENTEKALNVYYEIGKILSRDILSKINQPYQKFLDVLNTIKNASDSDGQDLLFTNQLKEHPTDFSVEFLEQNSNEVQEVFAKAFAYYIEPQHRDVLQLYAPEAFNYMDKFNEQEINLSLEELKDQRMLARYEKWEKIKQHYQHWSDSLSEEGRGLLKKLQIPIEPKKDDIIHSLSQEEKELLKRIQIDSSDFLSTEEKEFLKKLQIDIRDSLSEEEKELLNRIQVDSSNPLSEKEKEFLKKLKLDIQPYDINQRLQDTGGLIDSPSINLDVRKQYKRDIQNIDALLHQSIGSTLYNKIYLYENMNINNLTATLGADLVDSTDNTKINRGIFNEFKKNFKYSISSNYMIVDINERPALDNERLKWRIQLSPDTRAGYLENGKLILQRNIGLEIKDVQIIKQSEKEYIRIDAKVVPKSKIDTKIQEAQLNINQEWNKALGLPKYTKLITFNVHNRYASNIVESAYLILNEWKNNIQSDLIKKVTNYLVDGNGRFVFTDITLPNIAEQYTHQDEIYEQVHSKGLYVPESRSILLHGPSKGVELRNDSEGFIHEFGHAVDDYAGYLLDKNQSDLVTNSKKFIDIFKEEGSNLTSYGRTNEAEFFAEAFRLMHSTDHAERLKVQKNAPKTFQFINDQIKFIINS
# BoNT-A LC inh2 – blocks Botulinum neurotoxin A light chain protease; inhibition, % at 10 µM; multiplex microsphere protease substrate cleavage, flow cytometry; hit rate 0.17% among 360,000; further: plate controls were buffer without enzyme for full effect and enzyme alone for no effect
# FadD28 binding – inhibitors of Mycobacterium tuberculosis FadD28 bisubstrate binding; FadD28 bisubstrate probe binding, fluorescence polarization; hit rate 0.22% among 360,000; inhibition, % at 12.5 µM; AID 588549; in the data active means inhibition above about 8.5%, passing the limit was not always enough; inconclusive means no clear call, values can overlap the other calls
# UGM FP inh – blocks M. tuberculosis UGM enzyme. P9WIQ1. purified UGM, fluorescence polarization probe displacement. inhibition, % at 10 µM. hit rate 0.06% among 320,000; in the data active means inhibition above about 10%, passing the limit was not always enough; inconclusive means no clear call, values can overlap the other calls
# PfHsp40 rescue – rescue of PfHsp40-mediated yeast toxicity; hit rate 0.68% among 340,000; S. cerevisiae expressing PfHsp40, growth rescue, ATP luminescence; growth rescue, % at 12.5 µM; in the data active means growth rescue above about 28%, passing the limit was not always enough; inconclusive means no clear call, values can overlap the other calls;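 further: yeast W303a lacking pdr1 and pdr3 grown in galactose medium; growth measured after three days at 30 °C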
# An asterisk follows results filed as active; ? = inconclusive; nt = not tested or not shown. Unless noted, no stated cut-off is given here; in the data, active means inhibition above about 30%; inconclusive means no clear call, values can overlap the other calls; inactive means below that.
nr	SMILES	BioA inh	FBA Mtb inh	GDH-TPI inh	BoNT F protease	Anthrax LF prot	BoNT-A LC inh2	FadD28 binding	UGM FP inh	PfHsp40 rescue
1	CCOc1ccccc1NC(=O)CSc1ccc([N+](=O)[O-])cc1	-1.0	2	8	-1	1	-0.5	1.0	nt	-0.3
2	O=C(COC(=O)c1ccc2c(c1)OCO2)Nc1ccccc1OC(F)F	-0.1	0	10	8	2	2.5	-2.0	1.4	-0.3
3	O=C(NC1CCCC1)C(c1ccc(F)cc1)N(Cc1ccc(Cl)cc1)C(=O)CCl (configuration not stated)	1.0	2	4	3	4	0.8	-2.3	3.9	-0.1
4	Cc1nnc2nc(-c3ccccc3)nc(-c3ccccc3)n12	-2.4	5	-2	?	-5	0.4	-4.4	0.0	0.4
5	CN(Cc1ccc(OC(F)F)cc1)C(=O)C1CCN(S(=O)(=O)c2ccc3c(c2)OCCO3)CC1	-0.3	0	-1	0	-1	-0.5	-5.0	-0.6	0.4
6	CCN(Cc1ccccc1)S(=O)(=O)c1ccc(F)cc1	6.4	2	12	1	-19	-6.0	-1.8	-0.5	-0.1
7	NC(=O)c1ccc([N+](=O)[O-])cc1SCc1ccccc1	-3.5	-13	7	-1	-6	-1.1	1.6	-2.3	-0.4
8	O=C(CSC1CN(C(c2ccccc2)c2ccccc2)C1)N/N=C/c1ccccc1	nt	5	6	?	-7	?	-2.7	0.1	-0.7
9	CS(=O)(=O)c1ccc(Cl)c(NC(=O)COC(=O)COc2ccc3c(c2)CCC3)c1	nt	3	5	-3	-2	-3.5	-2.1	1.6	-0.4
10	COc1ccccc1-n1c(SCC(=O)NC(C)(C)C)nc(O)cc1=O	1.5	-2	-5	-4	-3	-0.3	-2.7	0.9	0.7
11	CCCCc1nc2sc3c(SCCN(C)C)ncnc3c2c2c1CCC2	nt	2	5	?	-12	-2.6	-4.4	-4.4	-1.7
12	Cc1cccc(OCC(=O)Nc2ccccc2N2CCN(C(=O)C(C)C)CC2)c1C	nt	1	-3	-1	-6	0.4	-1.1	3.4	0.3
13	O=C(O)CCNC(=O)COc1ccc2c3c(c(=O)oc2c1)CCCC3	nt	66*	2	8	-10	-0.7	-1.6	3.9	0.0
14	Cc1ccc(-c2nnc(NC(=O)c3c(F)cccc3Cl)s2)cc1	-0.8	5	7	0	-4	-0.1	-2.2	1.1	-0.6
15	CCc1cccc(C)c1NC(=O)c1ccccc1	nt	3	3	-8	-6	-1.0	-0.7	-2.9	nt
16	COC(=O)C1CC(=O)N(c2ccc(C)cc2)C1 (configuration not stated)	nt	1	12	1	-2	-0.2	0.0	3.2	1.5
17	Nc1nnc(SCCCC(=O)c2ccccc2)s1	nt	3	5	7	1	0.0	-1.7	-1.8	0.9
18	O=C(O)CCCn1c(=O)[nH]c2ccccc2c1=O	0.8	2	12	1	10	-0.1	-3.0	0.6	0.0
19	COc1ccc(C(=O)Nc2c(O)ccc3ccccc23)cc1	6.8	-3	-6	?	13	2.0	-4.4	2.6	0.3
20	CCOC(=O)N1CCC(Nc2c(N3CCN(c4cc(Cl)ccc4C)CC3)c(=O)c2=O)CC1	0.7	2	14	-3	2	-0.8	-0.8	-1.3	0.6
21	CCOC(=O)C1=C(C)NC(C)=C(C(=O)OCC)C1c1ccc(OC)c(OC)c1	-0.2	7	6	-10	-2	-0.9	-4.2	nt	nt
22	CN(CC(=O)N1CCN(c2ccccn2)CC1)S(=O)(=O)c1cccc2nsnc12	2.4	6	-3	-10	-5	-0.5	0.4	nt	0.1
23	CC(=O)Nc1cccc(NC(=O)Nc2cccc3ccccc23)c1	-1.8	11	7	nt	nt	nt	-0.5	0.5	-1.7
24	COc1cc(/C=N/NC(=O)c2ccncc2)ccc1OCC(=O)Nc1cccc([N+](=O)[O-])c1	-1.3	-5	24	0	-1	-2.2	-1.7	-1.9	0.0
25	COc1ccc(CCn2c(O)cc3nn(-c4nc5ccccc5s4)c(=O)c-3c2C)cc1	nt	-1	8	?	-4	0.9	-1.5	2.2	3.2
26	COc1ccc([C@H]2C[C@@H](n3cc(-c4ccc(F)cc4)nn3)[C@H](O)CN2C(=O)C2CCCCC2)cc1	0.9	-3	4	-6	-2	0.1	-4.2	nt	nt
27	Cc1n(C)c2cc(Cl)ccc2[n+]1Cc1ccccc1	nt	2	0	-1	0	-0.5	-0.1	-1.8	1.4
28	CCCN1CCN(C(=O)C2CCN(S(=O)(=O)c3ccc4c(c3)NC(=O)C(C)S4)CC2)CC1 (configuration not stated)	nt	4	-2	-3	4	-6.6	-4.2	-2.4	0.0
29	CC(O)c1nc2ccccc2n1CC(=O)Nc1ccc2c(c1)OCCO2 (configuration not stated)	nt	-1	-1	-6	-3	0.9	-2.9	2.0	0.3
30	COc1ccc(C2CC(C(F)(F)F)n3ncc(C(=O)NCc4cccnc4)c3N2)cc1OC (configuration not stated)	18	1	9	-8	5	0.3	-0.7	-2.2	-1.1
31	COc1ccc(/C=C(/NC(=O)c2cccc([N+](=O)[O-])c2)C(=O)O)cc1	nt	2	-5	0	0	-0.3	-4.2	2.7	0.1
32	COc1ccc(-c2cn(-c3ccccc3)nc2C(=O)O)cc1OC	-1.2	17	7	20	-5	-0.7	nt	2.2	1.4
33	COc1ccc(CC(=O)Nc2cc(Cl)ccc2N2CCCC2)cc1	-0.2	-1	-4	2	-4	-8.1	-0.4	-1.0	0.8
34	CN1[C@@H]2CCC[C@H]1CC(=O)C2	0.4	0	4	-9	-5	-0.5	-1.3	nt	-0.7
35	CCOc1ccc(C2C3=C(CCCC3=O)Nc3nc(C(F)(F)F)nn32)cc1OC (configuration not stated)	-0.4	4	13	-1	-5	0.7	-2.2	1.2	-1.4
36	Clc1ccc(C=Cc2ccccn2)c(Cl)c1	-0.6	0	10	-1	0	-0.6	0.8	nt	-0.6
37	N#Cc1sc2nc(-c3ccccc3)cc(-c3ccco3)c2c1N	-2.3	1	28	-14	5	13	2.4	-0.3	0.4
38	CC(C(=O)Nc1ccc(N2CCOCC2)cc1)N1C(=O)c2ccccc2C1=O (configuration not stated)	-0.5	1	4	3	-1	0.9	0.0	3.1	-1.3
39	CCc1cc(C(=O)N/N=C/c2ccc(O)cc2)c2ccccc2n1	-0.4	-8	26	15	-2	1.2	nt	0.7	0.3
40	COc1ccc(S(=O)(=O)N2CCC(NC(=O)N3CCOCC3)CC2)cc1	nt	-1	-7	-3	3	0.6	-2.5	1.7	-0.2
41	O=C(NCc1cccc(CNC(=O)c2ccco2)c1)c1ccco1	0.4	2	10	-6	-3	-1.5	0.4	2.0	-1.2
42	CC(=O)c1ccc(Cc2cnc(N)s2)cc1	1.7	7	-4	6	-2	-1.0	-2.1	-3.7	0.8
43	Cc1ccc(OCc2cc(C(=O)NC(C)Cc3cccnc3)no2)cc1C (configuration not stated)	-0.3	-2	-3	-10	-2	-1.0	0.3	1.6	-0.3
44	CN(Cc1ccc(F)cc1Cl)S(=O)(=O)c1cccs1	-0.4	1	1	7	-1	-2.9	-2.7	2.3	0.2
45	O=C1CCCN1CCCNc1ccc(S(=O)(=O)N2CCCCC2)cn1	-3.2	3	15	2	-9	0.1	1.6	-0.6	0.2
46	Cc1ccc2oc(-c3cccc(N)c3)nc2c1	-1.8	78*	2	-8	-2	-1.1	-2.3	0.0	2.1
47	O=C(NC1CCCC1)c1ncn[nH]1	-0.5	1	-1	-15	-4	-1.2	-1.7	-1.7	-1.3
48	COc1cc(/C=N/NC(=S)NCCN2CCOCC2)cc(OC)c1OC	nt	1	25	-4	-1	0.0	1.4	2.9	-1.1
49	CCc1c(C)nc(SCC(=O)c2ccc(C)c(C)c2)[nH]c1=O	-1.2	1	-4	8	1	2.7	-2.6	1.2	1.8
50	Cc1ccc(CNc2nc(-c3cccnc3)nc3ccccc23)cc1	2.4	2	1	2	1	-0.7	nt	-0.3	2.7
51	O=C(C1CCCCN1S(=O)(=O)c1ccccc1[N+](=O)[O-])N1CCOCC1 (configuration not stated)	nt	-1	2	0	-2	-0.5	-0.7	0.1	4.8
52	CCCOC(=O)c1ccc2c(c1)C(=O)N(c1ccccc1)C2=O	0.8	-2	2	-6	-2	-1.1	-0.3	1.3	9.6
53	C(=C\c1ccco1)/C=N/n1cnnc1	-1.5	-8	51*	0	0	0.6	-1.9	-2.2	-0.3
54	CCc1ccc(CNC(=O)CCc2nnc(Cc3cccc(C(F)(F)F)c3)o2)nc1	nt	-2	-2	-14	-2	-1.7	1.1	0.7	4.1
55	Nc1nnc(SCC(=O)c2ccccc2)s1	0.7	0	6	6	3	-0.5	-1.2	-0.2	-0.3
56	CC(Sc1nncn1C)C(=O)Nc1cc(C(F)(F)F)ccc1N1CCOCC1 (configuration not stated)	nt	-4	3	-5	-2	-0.3	-4.5	1.2	1.4

# More results follow:
nr	SMILES	BioA inh	FBA Mtb inh	GDH-TPI inh	BoNT F protease	Anthrax LF prot	BoNT-A LC inh2	FadD28 binding	UGM FP inh	PfHsp40 rescue
57	O=C(c1ccc2c3c(cccc13)CC2)C1CCCN(Cc2cccnc2)C1 (configuration not stated)	1.1	3	-5	-2	-9	-0.1	-7.8	-2.2	-0.8
58	COc1ccc(C(N)=S)cc1	nt	-2	13	-5	1	-0.3	-2.2	2.3	-1.2
59	COc1ccccc1C(=O)Nc1cccc(NC(C)=O)c1	2.2	5	-12	-14	-3	-1.0	-0.7	2.6	17
60	C=CCn1c(SCC(=O)Nc2nnc(C)s2)nnc1C1CC1	1.9	1	8	-2	5	-1.3	-1.8	3.6	0.9
61	O=S(=O)(c1cnc[nH]1)N1CCN(c2ccc(Cl)cc2)CC1	-0.4	0	9	4	2	0.2	-1.0	0.7	2.2
62	CCCCCCCCNS(=O)(=O)CCNCc1ccco1	2.8	-1	4	-14	-7	-0.7	-4.0	nt	1.9
63	O=C(COc1cccc(OC(F)F)c1)Nc1ccc(SC(F)F)cc1	0.5	-1	10	-18	-7	0.7	1.0	-1.0	?
64	O=C(CSc1n[nH]c(=O)n1C1CC1)NCc1ccccc1	-0.1	0	1	-6	0	2.0	0.7	2.1	-1.3

# Ordered by formula weight (low to high): part of the list above
nr	SMILES	BioA inh	FBA Mtb inh	GDH-TPI inh	BoNT F protease	Anthrax LF prot	BoNT-A LC inh2	FadD28 binding	UGM FP inh	PfHsp40 rescue
59	COc1ccccc1C(=O)Nc1cccc(NC(C)=O)c1	2.2	5	-12	-14	-3	-1.0	-0.7	2.6	17
64	O=C(CSc1n[nH]c(=O)n1C1CC1)NCc1ccccc1	-0.1	0	1	-6	0	2.0	0.7	2.1	-1.3
60	C=CCn1c(SCC(=O)Nc2nnc(C)s2)nnc1C1CC1	1.9	1	8	-2	5	-1.3	-1.8	3.6	0.9

# Later entries.
nr	SMILES	BioA inh	FBA Mtb inh	GDH-TPI inh	BoNT F protease	Anthrax LF prot	BoNT-A LC inh2	FadD28 binding	UGM FP inh	PfHsp40 rescue
65	O=C(Nn1c(O)c(C=C2N=c3ccccc3=N2)sc1=S)c1ccccc1	-1.0	-10	24	65*	78*	108*	15*	-0.1	-1.5
66	O=C(O)C1C2CCC(O2)C1C(=O)Nc1cnn(Cc2ccccc2)c1 (configuration not stated)	nt	1	-5	4	-2	-0.1	-1.5	-0.6	0.4
67	NS(=O)(=O)c1cccc(C(=O)N2CCCc3ccccc32)c1	0.1	0	4	-6	-4	-0.2	-2.1	nt	nt
68	COCCCNC(=O)c1ccc2c(c1)ncn2-c1ccc(C)cc1C	1.1	150*	1	5	-7	-0.4	nt	3.3	0.6
69	O=C(OCCN1CCCCC1)c1cc2ccccc2o1	-1.4	1	0	-4	-2	0.4	0.8	0.1	-0.9
70	CC(=O)c1cccc(OCc2cc(C(=O)N3C[C@H]4CC[C@H]3C4)no2)c1	0.4	8	11	-10	1	-1.5	-0.1	-1.0	-1.3
71	CC(C)c1ccc(CN(C(=O)c2cc3ccccc3oc2=O)C2CCS(=O)(=O)C2)cc1 (configuration not stated)	4.2	-3	7	5	-12	?	-3.9	-1.6	0.5
72	Cc1ccc(C(O)(C(=O)NNS(=O)(=O)c2ccc(C)cc2)c2ccc(C)cc2)cc1	nt	1	7	-20	-1	-1.2	-2.9	1.9	-0.3
73	CC12CCC(C/C1=N/OC(=O)c1cccc([N+](=O)[O-])c1)C2(C)C (configuration not stated)	0.8	-3	-1	3	-3	2.1	1.4	-2.2	2.9
74	COc1ccc(/C=C/C(=O)c2ccc3c(c2)OCO3)c(OC)c1	0.1	-4	19	-2	0	0.9	-4.5	-1.4	-0.4
